Screening data: PubChem, several laboratories
KKLEB cytotox = reduces viability of KKLEB cystic fibrosis airway cells. KKLEB CF airway cells viability, ATPlite luminescence, overnight; hits give low values; cells stimulated with P. aeruginosa culture filtrate. activity change (cytotoxicity), % at 5 µM. actives 0.36% (n = 360,000). AID 602141;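 active = corrected activity change at or below -50% at 5 µM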
NR2E3 ag-1 = agonists of human NR2E3 nuclear receptor; Q9Y5X4; CHO-S Gal4-NCOR/VP16-NR2E3 two-hybrid, luciferase; actives 0.35% (n = 360,000); inhibition of corepressor binding, % at 3.98 µM; AID 602229;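 active = inhibition above the mean of all tested compounds plus 3 SD, cut at about 70% in these data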;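 also: 0% = DMSO with NR2E3 transfected cells and 100% = cells lacking NR2E3 construct; higher means lower luciferase signal from less NR2E3 corepressor binding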
Target sequence (Q9Y5X4 whole entry, looked up, the tested form may be a part): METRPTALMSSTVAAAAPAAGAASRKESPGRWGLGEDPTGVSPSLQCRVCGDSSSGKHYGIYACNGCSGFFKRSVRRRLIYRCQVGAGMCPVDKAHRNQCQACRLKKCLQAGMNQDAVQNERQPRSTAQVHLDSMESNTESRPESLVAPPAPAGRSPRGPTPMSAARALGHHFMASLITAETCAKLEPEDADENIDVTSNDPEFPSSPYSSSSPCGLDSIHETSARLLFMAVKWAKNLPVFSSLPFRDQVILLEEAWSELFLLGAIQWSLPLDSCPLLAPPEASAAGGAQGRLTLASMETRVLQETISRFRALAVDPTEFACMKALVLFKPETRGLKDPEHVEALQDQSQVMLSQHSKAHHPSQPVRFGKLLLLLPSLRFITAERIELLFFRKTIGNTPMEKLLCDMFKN
Peg3 promoter = Peg3 promoter activity inhibition; HeLa PEG-Prom luciferase reporter, luminescence, overnight; inhibition, % at 20 µM; actives 1.7% (n = 360,000); AID 588405;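 active = inhibition of at least 50% at 20 µM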
TRPM1 prom inh = MITF TRPM1 promoter inhibition in SK-MEL-5 cells. SK-MEL-5 TRPM1 promoter luciferase, 24 h. inhibition, % at 12.5 µM. actives 0.83% (n = 330,000);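 active = mean inhibition across replicates of 60% or more, whatever share of single replicates reaches that level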; also: values of inactives mirror those of a sister screen read the other way
CF NFkB inh = inhibitors of cystic fibrosis induced NF-kB | actives 0.86% (n = 360,000) | KKLEB NF-kB-GFP reporter, PAF-induced, GFP fluorescence overnight | inhibition, % at 5 µM | AID 588850;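 active = at least 50% inhibition at 5 µM, scaled per plate between neutral and stimulator controls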;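 also: PAF is a Pseudomonas aeruginosa culture filtrate used as stimulus; plate controls were PAF-stimulated DMSO wells for no effect and unstimulated DMSO wells for full effect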
HIF-2a inh = inhibitors of HIF-2a; AID 624352; 786-0 RCC cells HIF-2a reporter, luciferase luminescence, overnight; actives 0.72% (n = 360,000); inhibition, % at 18.8 µM;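 active = inhibition of the luminescence signal of 40% or more relative to plate controls, in a single-dose primary screen at 18.75 µM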
Shn3 inh set2 = inhibitors of Schnurri-3 3'UTR reporter in osteoblasts | Clone20 osteoblast Shn3 3'UTR firefly luciferase, 24 h | inhibition, % at 12.5 µM | actives 0.52% (n = 360,000);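 active = mean inhibition of at least 75% with every replicate also reaching 75%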;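 also: 0% = median of neutral control wells and 100% = pilot-screen positive control compound; some compounds past the cut are filed as inactive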
NR2E3 ag-2 = NR2E3 (human) agonism | Q9Y5X4 | GST-NR2E3/biotin-RetCOR TR-FRET, 1536-well | inhibition of corepressor binding, % at 4.78 µM | actives 0.12% (n = 320,000) | AID 2300;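 active = percent inhibition above the cutoff of mean plus 3 SD of all tested compounds, set per screening campaign, cut at about 20% in these data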;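 also: 0% = DMSO wells and 100% = biotin wells as full block of FRET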
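System: GST-NR2E3 and biotin-RetCOR proteins; probe or stimulus: 7 nM biotin-RetCOR; doses: compound at 4.8 µM, single dose; schedule: Compound–protein incubation for 5 h at 4 °C; detection: time-resolved FRET; read-out: percent inhibition; controls: biotin wells as high control, 0.6% DMSO wells as low control; format: 1536-well plates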
TWEAK-Fn14 inh = inhibitors of TWEAK-Fn14 interaction signaling; TWEAK-stimulated Fn14 reporter cells, luciferase luminescence, 8 h; inhibition, % at 10 µM; AID 1159606; actives 2% (n = 360,000); in the data active = inhibition above about 50%
aDG glyco act = alpha-DG glycosylation activation; Pro5-aDG cells, alpha-DG glycosylation AlphaScreen (IIH6); 0% Pro5, 100% B10-LARGE cell signal; activation, % at 10 µM; actives 0.22% (n = 360,000); AID 624168;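 active = activation of at least 8% versus controls, or a plate z-score of at least 8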;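 also: Pro5 are CHO cells carrying HIG-tagged alpha-DG that lacks glycosylation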
iPSC survival up = increases survival of single human iPS cells; hiPSC single-cell survival, ATPlite luminescence; 100% = ROCK inhibitor wells, 0% = DMSO; survival enhancement, % at 20 µM; actives 0.044% (n = 360,000); in the data active = survival enhancement above about 18%;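 also: cells exposed to compounds for 16 hours before the ATP read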
Active calls of the source: *; x = not tested or not shown.

Under each structure – KKLEB cytotox	NR2E3 ag-1	Peg3 promoter	TRPM1 prom inh	CF NFkB inh	HIF-2a inh	Shn3 inh set2	NR2E3 ag-2	TWEAK-Fn14 inh	aDG glyco act	iPSC survival up
O=c1ccc2cc(S(=O)(=O)NCCCc3ccccc3)ccc2[nH]1
    4.8	-15.9	12.7	-21.2	-12.5	18.0	14.1	-2.6	-10.4	0.2	-0.1
O=C(Nc1ccccc1)Nc1ccc(Cl)nc1Cl
    5.4	-54.4	-150.4	-17.8	-2.7	-213.0	19.1	-2.2	3.0	0.0	1.4
COc1ccc(NC(=S)N2CCC(c3ccc(C)cc3)C2)cc1 (stereo not drawn)
    2.2	1.5	-72.4	-8.5	-3.1	-122.3	-2.5	-1.8	-16.4	0.1	0.0
Cc1cccc(C)c1N1CCN(C(=O)c2ccc3c(c2)OCO3)CC1
    1.4	-3.2	14.8	-7.7	10.1	20.6	11.6	4.0	-3.6	-0.3	-0.5
CC1CC(Nc2ccccc2)=NC1(C)C (stereo not drawn)
    7.2	2.7	20.1	-15.0	9.9	8.1	7.9	-0.3	31.5	-0.1	2.3
CN(C(=O)CSc1nc2ccccc2[nH]1)C1CCS(=O)(=O)C1 (stereo not drawn)
    -2.6	3.2	-5.7	-6.7	12.1	4.8	-5.8	1.8	2.0	-0.1	0.3
C[C@@H]1C=C[C@](Cc2ccccc2)(C(=O)NCC2CC2)N1C(=O)c1ccccc1
    -5.3	-58.6	-124.7	-36.5	-10.9	-179.0	-52.8	2.0	-11.9	0.5	1.8
CCOc1ccccc1C(=O)NC1CCN(CC(=O)Nc2cc(OC)ccc2OC)CC1
    -0.5	7.7	6.0	-7.7	23.4	15.2	18.1	-1.8	-12.2	0.1	1.8
O=C(O)C1CC=CCC1C(=O)NCc1ccc(Cl)c(Cl)c1 (stereo not drawn)
    10.6	-15.5	8.9	-2.3	-12.7	19.6	18.5	8.4	-12.4	-0.2	-0.8
S=C1NC2(CCCCC2)NN1c1ccccc1
    1.0	-2.3	8.2	22.6	-12.1	-4.9	0.2	3.5	-3.9	0.5	-0.1
O=C(CNC(=O)c1ccco1)NCC(=O)OCc1ccc(C(=O)Oc2ccc(Cl)cc2)cc1
    -1.5	0.4	7.1	-0.7	-6.9	-3.6	-15.1	-1.5	-15.1	-0.1	2.5
O=S(=O)(NCC(c1cccnc1)N1CCN(c2ccccc2)CC1)c1cc(F)ccc1F (stereo not drawn)
    -2.5	-10.7	14.2	-13.0	1.6	-0.8	-26.1	3.7	-17.2	0.2	-0.2
CNC(=O)C1CCC(=O)N1Cc1ccccc1Cl (stereo not drawn)
    1.5	4.5	5.0	-1.7	5.6	22.2	-2.5	3.5	16.8	-0.2	-1.4
O=C(CSc1nnc(CCCN2C(=O)c3cccc4cccc(c34)C2=O)n1-c1ccccc1)N1CCN(CCO)CC1
    5.7	-16.7	18.4	-0.5	-4.4	13.3	-2.1	0.4	-3.9	-0.1	0.1
COC(=O)c1sc(NC(=S)NC(=O)c2ccc(C)cc2)nc1C
    -1.7	-9.6	-226.0	-20.9	-7.4	-245.7	x	0.2	-32.0	0.0	0.6
CCO[C@H]1OC(C(=O)O)=C[C@@H](C2CCCCC2)[C@@H]1CCCO
    2.4	-30.5	-0.8	-4.0	-13.3	1.0	-27.7	3.3	9.7	-0.1	0.2
C/C(=N\N=C(/N)SC1CC(=O)N(c2ccc(Br)cc2)C1=O)c1cccs1 (stereo not drawn)
    6.1	-14.0	20.5	15.7	0.6	-9.6	5.2	-0.9	5.2	0.0	-0.1
O=C(NNc1ccc([N+](=O)[O-])cc1)c1ccccc1Cl
    -1.1	6.0	9.5	-10.4	2.9	-2.8	4.3	-1.1	-10.6	1.8	-1.2
Cc1cc(-c2cccs2)c2c(N)c(C(=O)c3ccc4c(c3)OCO4)sc2n1
    -5.8	-9.2	-12.8	-6.6	-8.3	11.1	26.1	-1.0	1.6	0.7	-0.7
COc1ccc(F)cc1S(=O)(=O)NCc1ccccc1
    1.3	1.5	3.6	2.4	12.3	20.4	3.3	-3.6	-31.6	0.0	6.2
C#Cc1ccc([C@H]2C=C(C(=O)NCc3nc4ccccc4[nH]3)O[C@@H](OCc3ccc(CO)cc3)C2)cc1
    7.0	-36.2	15.1	12.8	-11.1	4.0	-2.2	-0.5	-15.3	-0.3	-1.0
COCCNC(=O)C1(C)CCCN(Cc2ccc(Cl)nc2)C1 (stereo not drawn)
    -10.4	-9.0	3.3	x	16.4	4.5	-0.1	x	-8.3	-0.3	-0.6
CCOc1ccccc1Nc1cc(C)c2cccc(C)c2n1
    0.3	-0.4	4.3	-7.6	-4.7	14.8	3.9	-3.2	11.4	0.1	0.2
O=C(COC(=O)c1cccc(Cl)c1Cl)NC1CCCC1
    2.1	-13.9	-33.0	-13.3	-0.3	-6.2	-4.2	-0.6	-17.5	0.2	-0.7
CN(C)CCCNc1ncnc2c1c(-c1ccccc1)cn2-c1ccccc1
    -0.3	5.6	33.1	-23.5	7.8	-3.0	-16.6	0.4	-3.3	1.5	-1.2
COc1ccc(N(Cc2cc3ccccc3[nH]c2=O)S(=O)(=O)c2ccc(OC)cc2)cc1
    -10.2	-39.7	17.4	23.1	6.5	-19.0	-3.8	2.5	11.9	-0.5	0.8
CCC(=O)N1c2ccccc2NC2=C(C(=O)CC(c3ccco3)C2)C1c1ccco1 (stereo not drawn)
    5.2	-24.9	6.9	12.9	-1.1	8.1	-11.5	-2.1	-12.6	-0.1	-3.2
Cc1sc2nc(CSc3ccccc3)nc(NCCN(C)C)c2c1C
    5.0	-37.9	7.3	-9.2	-10.0	-1.2	-58.9	-1.1	-15.8	0.2	-1.9
Cc1cccnc1NC(=O)c1ccc(S(=O)(=O)NCc2ccco2)cc1
    0.7	-27.9	7.3	0.8	3.8	8.2	-12.7	-0.4	-8.7	0.0	0.8
COc1ccccc1N1CCN(C(=O)C(=O)N/N=C/c2cccc(O)c2)CC1
    -1.7	3.8	-1.1	0.4	3.7	-3.8	6.6	-0.4	-10.2	-0.1	-0.3
O=C(Cn1c(NCCO)nc2ccccc21)NCC1CCCO1 (stereo not drawn)
    -0.4	4.9	-9.9	-6.5	-21.8	15.4	-7.5	0.9	6.8	-0.4	-0.4
CCn1ncc(CN2CCC(Oc3cc(C(=O)NC4CC4)ccc3OC)CC2)c1C
    -12.6	-12.7	-8.1	7.9	-6.4	6.5	-1.6	x	-11.6	-0.1	-0.1
COC(=O)c1cc(OC)c(OC)cc1NC(=O)Nc1ccc(OC)cc1
    4.9	5.0	1.3	1.6	9.6	7.7	-10.6	2.8	-3.9	-0.2	0.5
COc1ccc(-n2ccnc2SCC(=O)NC2CCCC2)c(OC)c1
    -1.8	-3.3	-5.0	-5.0	0.1	19.5	-11.2	-2.6	-1.2	-0.2	-0.2
Cc1ccnc(N2CCCC(C(=O)NC3CC3)C2)n1 (stereo not drawn)
    6.9	1.7	-6.0	2.1	1.2	13.7	-6.1	0.0	9.8	0.0	-0.4
CCN1CCN(c2nc(NCCO)c3ccccc3n2)CC1
    -9.4	-25.4	5.9	10.0	5.9	18.0	-1.2	0.7	-11.4	0.1	-0.8
Cc1cc([N+](=O)[O-])nn1CC(=O)Nc1ccc(Cc2ccncc2)cc1
    4.5	-5.5	15.5	1.7	-7.8	5.9	11.0	-0.4	8.2	-0.1	0.7
COc1ccc(NC(=O)Nc2cccnc2)c(OC)c1
    16.4	15.9	-1.7	10.3	6.2	4.2	-1.4	0.2	-29.2	-0.1	-0.4
CCNC(=S)N1CCN(CCN2C(=O)c3cccc4cccc(c34)C2=O)CC1
    13.9	-11.7	-0.9	-2.2	-192.7	-11.0	12.8	-1.8	-5.7	-0.2	-0.8
C=CCc1cc(Cl)ccc1OCCNCCCOC
    5.4	-22.6	1.6	2.0	-12.7	18.6	10.8	-5.9	-18.5	1.0	-0.4
COc1cccc(NC(=O)CN(C)C(=O)COc2ccc3ccccc3c2)c1
    7.3	-10.7	10.9	13.0	12.4	14.5	-7.7	-4.2	4.0	-0.3	1.0
N#C/C(=C\Nc1ccc2c(c1)OCCO2)C(=O)NCc1ccco1
    -0.2	-7.0	-20.0	-13.3	3.8	-76.5	-33.1	-2.5	12.5	0.1	1.0
CCN1CCN(c2nc3ccccn3c(=O)c2/C=C(\C#N)S(=O)(=O)c2ccccc2)CC1
    -5.9	-9.8	17.4	-0.1	3.5	11.2	4.3	2.9	4.3	-0.1	0.6
O=C(NNC(=O)c1cc(-c2ccc(Br)cc2)nc2ccccc12)c1csc(N2CCOCC2)n1
    1.0	37.1	2.5	-2.1	-48.8	-32.2	-35.9	x	-15.5	0.2	-0.4
CC1CCCN(C(=O)CN2CCN(C(=O)c3ccco3)CC2)C1 (stereo not drawn)
    -4.1	-1.9	8.9	7.5	5.1	9.2	-3.4	-2.3	0.7	0.0	-0.5
NC(=S)Nn1c(-c2ccccc2)nc2ccccc2c1=O
    -10.5	7.6	-1.7	9.6	11.4	3.0	-17.9	1.6	27.8	0.0	-1.3
O=C(CSc1nnc(-c2ccc(F)cc2)n1CC1CCCO1)NCc1ccco1 (stereo not drawn)
    -16.4	-26.3	10.0	13.0	27.6	3.3	11.6	1.6	5.1	0.2	0.2
O=C(c1ccccc1N(Cc1ccccc1)S(=O)(=O)c1ccccc1)N1CCOCC1
    -2.7	-5.3	-12.2	-0.3	8.2	8.3	0.8	-4.0	24.6	0.0	-0.4
O=C(CSc1nnc(-c2ccc(Cl)cc2)n1Cc1ccco1)NCc1ccc2c(c1)OCO2
    3.4	2.0	26.4	-4.8	-8.6	24.8	11.5	2.4	12.1	1.2	0.6
CCOC(=O)c1ccc(NC(=O)CC2SC(=NC)N(C)C2=O)cc1 (stereo not drawn)
    -24.8	-8.8	3.1	-2.3	-4.2	-7.8	-13.2	3.2	14.3	0.0	3.2
CCOC(=O)C1CCN(c2c(NCc3ccc(C(=O)NCCOC)cc3)c(=O)c2=O)CC1
    5.7	-16.2	1.8	9.9	-4.5	9.0	-10.3	0.8	-5.3	-0.1	-0.7
Cc1cc(C)c(S(C)(=O)=O)c(NN)n1
    3.8	-9.1	17.6	7.2	4.0	12.5	-13.3	2.9	-7.0	-0.4	-0.9
Cc1cc(C)c(C)c(S(=O)(=O)N2CCC(C(=O)NC3=NCCS3)CC2)c1C
    0.0	-13.5	8.8	2.7	-11.2	21.8	3.5	5.8	-7.2	0.5	-0.6
